Compound activity (PubChem BioAssay)
TRb SRC2 PPI – disrupts binding of human TR beta to SRC2. Potency, µM (doses to about 106 µM), without a hit: top-dose activity change, negative = inhibition, actives largely listed as inhibitors. TRbeta-SRC2 peptide binding, fluorescence polarization; receptor liganded with 1 µM T3. AID 1469. 280,000 compounds, 0.065% hits;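 further: plate controls were bound peptide for no effect and peptide without receptor for full effect; nearly all actives have a fitted effect of over 50% in size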
Target sequence (P10828 whole entry, looked up): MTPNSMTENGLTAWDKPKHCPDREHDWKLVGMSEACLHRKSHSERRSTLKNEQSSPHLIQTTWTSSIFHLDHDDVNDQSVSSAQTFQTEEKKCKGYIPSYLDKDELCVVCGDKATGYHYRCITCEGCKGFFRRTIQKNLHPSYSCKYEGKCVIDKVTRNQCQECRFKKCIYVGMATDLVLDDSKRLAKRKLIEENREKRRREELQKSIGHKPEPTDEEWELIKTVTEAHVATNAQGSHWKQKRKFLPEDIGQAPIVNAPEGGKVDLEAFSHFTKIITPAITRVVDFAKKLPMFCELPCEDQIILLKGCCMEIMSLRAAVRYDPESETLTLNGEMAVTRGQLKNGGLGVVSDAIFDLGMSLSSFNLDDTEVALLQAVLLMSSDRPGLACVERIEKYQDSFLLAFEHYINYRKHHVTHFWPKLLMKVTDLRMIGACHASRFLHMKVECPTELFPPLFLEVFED
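A fluorescence polarization screen tested compounds at multiple concentrations against complex formation between 0.6 uM TRb ligand-binding domain and 20 nM Texas Red SRC2 peptide, with 1 uM T3 present; readout after 5 hr.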
RECQ1 helicase – RECQ1 (human) helicase inhibition; P46063; RECQ1 DNA unwinding, red fluorescence kinetic read; Potency, µM (titrated, usually from 57.3 µM), for inactives: at the highest dose activity, negative = inhibition, hits mostly inhibitors; 240,000 compounds, 0.54% hits; AID 2549;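 further: plate controls were vehicle for no effect and no enzyme for full effect; nearly all actives have a fitted effect of over 30% in size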
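RECQ1T1 50 nM; forked duplex (20 bp + 30-nt ss tails) 200 nM, ATP 2 mM final; pH 8.0, 2 mM MgCl2, 2.5 ug/ml poly(dI-dC); 15 min compound preincubation; discontinuous kinetic read over 2 h at RT.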
GoLoco inh red – RGS12 GoLoco-Gai1 interaction inhibition | P63096 | Gai1:RGS12 GoLoco peptide FP, rhodamine, 10 min | Potency, µM (titrated, usually from 61.6 µM), inactives show at the highest dose activity, negative = inhibition, hits mostly inhibitors | 230,000 compounds, 0.44% hits; active means well fitted inhibition curve with a large enough effect, not every such curve was filed as active; inactive means no such curve, though single readings can be large or run the other way; further: on the % scale 0 is the no-effect control and ±100 the full control effect; nearly all actives have a fitted effect of over 30% in size; many of its hits are not listed in these tables
LMNA splice mod – modulators of lamin A splicing; Potency, µM (titrated, usually from 46.1 µM), without a hit: at the top dose ratio change, negative = inhibition, actives largely listed as inhibitors; AID 1487; HeLa LMNA splicing GFP/RFP minigene ratio, 48 h; 200,000 compounds, 0.01% hits; active means well fitted inhibition curve with a large enough effect in the signal ratio, with a control signal flat, not every such curve was filed as active; inconclusive means small, poorly fitted or top-dose-only effect, or effect the other way, or a change in a side signal; the % refers to the signal ratio; further: on the % scale 0 is the no-effect control and ±100 the full control effect
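S3 HeLa cells stably expressing lamin A-EGFP splicing minigene plus DsRed2, 600 cells/well, 48 h compound exposure at 37C. Laser-scanning cytometry; analysed as GFP (500-530 nm)/RFP (575-640 nm) total intensity ratio; 0.5% DMSO vehicle.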
ALDH1A1 inh – inhibitors of human aldehyde dehydrogenase 1A1 | P00352 | Purified ALDH1A1, NADH fluorescence, propionaldehyde substrate | Potency, µM (series often up to 75.3 µM), for the others: at the highest dose activity, negative = inhibition, hits mostly inhibitors | 220,000 compounds, 7.3% hits; active means well fitted inhibition curve with a large enough effect, not every such curve was filed as active; inconclusive means small, poorly fitted or top-dose-only effect, or another doubt; inactive means no such curve, though single readings can be large or run the other way;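 further: plate controls were no enzyme wells and a reference inhibitor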
Target sequence (P00352 whole entry, looked up): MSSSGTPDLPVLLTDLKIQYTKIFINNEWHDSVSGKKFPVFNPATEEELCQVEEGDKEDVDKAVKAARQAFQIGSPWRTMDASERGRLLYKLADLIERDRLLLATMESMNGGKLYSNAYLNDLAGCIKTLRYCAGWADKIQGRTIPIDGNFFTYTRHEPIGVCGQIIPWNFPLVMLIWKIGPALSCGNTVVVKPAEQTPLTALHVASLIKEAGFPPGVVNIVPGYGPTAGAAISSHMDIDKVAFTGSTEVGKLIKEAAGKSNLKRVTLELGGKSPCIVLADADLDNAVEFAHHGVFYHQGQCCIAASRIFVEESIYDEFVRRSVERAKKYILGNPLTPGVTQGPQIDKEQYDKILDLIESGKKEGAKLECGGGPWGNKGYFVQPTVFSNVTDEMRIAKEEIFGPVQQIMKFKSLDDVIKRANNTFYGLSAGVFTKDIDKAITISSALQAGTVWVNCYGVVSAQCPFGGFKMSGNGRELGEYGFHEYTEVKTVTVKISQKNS
KDM4E inh – blocks human JMJD2E demethylase activity; Potency, µM (titrated, usually from 57.1 µM), for inactives: at the top dose activity change, negative = inhibition, most hits filed as inhibitors; AID 2147; JMJD2E catalytic domain, FDH-coupled NADH fluorescence (FDH is formaldehyde dehydrogenase); 230,000 compounds, 1.6% hits; active means well fitted inhibition curve with a large enough effect, not every such curve was filed as active; inconclusive means small, poorly fitted or top-dose-only effect, or another doubt; inactive means no such curve, though single readings can be large or run the other way;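 further: 0% = wells with enzyme and -100% = buffer wells without enzyme; nearly all actives have a fitted effect of over 50% in size; many of its hits are not listed in these tables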
TexasRed fluor – counter-screen for TRb-SRC2 inhibitors: fluorescence interference; TRb/SRC2 Texas Red total fluorescence interference; Potency, µM (doses to about 106 µM), inactives show top-dose fluorescence change, negative = quenching; 280,000 compounds, 0.29% hits; AID 1479; active means well fitted curve in either direction with a large enough effect; inconclusive means small, poorly fitted or top-dose-only effect; further: on the % scale 0 is the no-effect control and ±100 the full control effect
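Human TRb ligand-binding domain at 0.6 uM with 20 nM Texas Red SRC2 peptide in Tris buffer containing 1 uM T3 and 5% DMSO, incubated with compound 5 h at ambient temperature. Total fluorescence (555/632 nm) calculated as parallel + 2 × perpendicular.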
SMN2 splice up – increases expression of the SMN2 splice variant. HEK293 SMN2-luciferase splicing reporter, luminescence, 30-36 h. AID 1458. 210,000 compounds, 2.8% hits. Potency, µM (titrated, usually from 46.1 µM), for the others: top-dose activity change, positive = activation, usual class: activators; further: % of control where 0% means no effect; nearly all actives have a fitted effect of over 55% in size
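HEK293 cells carry an SMN2 […]–luciferase reporter in which exon 7 inclusion puts luciferase in frame. Cells were plated 10-12 h before compound addition, then incubated 30-36 h at 37C. ONE-Glo luminescence was read; sodium butyrate at 4.5 mM final served as control.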
* marks the source's active call; other numbers are inactive results; i = inactive; u = inconclusive; x = not tested or not shown; [ ] = another dose, or the depositor's remark. Unless noted, the call rests on the fitted dose curve; in most records, active means well fitted curve in the direction sought with a large enough effect; inconclusive means small, poorly fitted or top-dose-only effect, or another doubt; inactive means no such curve, though single readings can be large; an effect the other way counts as inactive or inconclusive. Potency means the concentration at half of the fitted maximal effect.

SMILES	TRb SRC2 PPI	RECQ1 helicase	GoLoco inh red	LMNA splice mod	ALDH1A1 inh	KDM4E inh	TexasRed fluor	SMN2 splice up
Cc1nn(-c2ccccc2)c(Cl)c1CN(C(=O)CCl)c1ccc(Cl)cc1	8%	-11%	8%	u	7.1µM*	8%	2%	-86%[inhibitor]
CN(C)CCNC(=O)Cc1ncc(C(F)(F)F)cc1Cl	6%	-8%	9%	u	3%	7%	-3%	1%
CCN(CC)c1ccc(/C=N/NC(=O)c2cccc(S(=O)(=O)N3CCOCC3)c2)cc1	6%	1%	24%	2%	u	u	0%	-35%
Cc1ccc(OCC(=O)N2N=C(c3cccnc3)CC2(O)C(F)(F)F)cc1C (stereo not given)	3%	-2%	0%	-6%	13%	1%	0%	7%
Cc1cc(C(=O)NCc2ccc3c(c2)OCO3)n(-c2ccccc2)n1	-3%	-10%	3%	-3%	u	1%	1%	-12%
O=C(CNS(=O)(=O)c1ccccc1)OCc1cccc([N+](=O)[O-])c1	-4%	1%	-11%	-5%	-3%	-3%	-3%	7%[1.84 µM]
COc1ccc(NS(=O)(=O)c2ccc(N3CCCC3)c(NC(=S)Nc3cccc(S(=O)(=O)N(C)C)c3)c2)cc1	5%	-28%	0%	u	3.2µM*	-4%	3%	-3%[1.84 µM]
CCN(CC)S(=O)(=O)c1ccc2oc(SCc3ccc(F)cc3)nc2c1	11%	-10%	-25%	u	u	4%	0%	x
COc1ccc(NC(=O)N2CCC3(CC2)CCN(C(=O)c2cc(C(F)(F)F)cc(C(F)(F)F)c2)CC3)cc1	x	-8%	2%	x	3%	x	x	-5%
O=C(CC(=O)Nc1cccc(Cl)c1)N/N=C\c1ccccc1	-5%	-7%	7%	u	-5%	-2%	8%	-2%
Cc1oc(-c2ccccc2F)nc1CS(=O)(=O)CC(=O)NCc1ccco1	-19%	-12%	-3%	-6%	u	2%	0%	-9%
CCN(c1ccccc1)S(=O)(=O)c1cc(C(=O)OC(C)C(=O)Nc2ccc3c(c2)OCCO3)ccc1C (stereo not given)	6%	-12%	16%	3%[46 µM]	-8%	1%	-2%	-4%
CCCCCCN1C=C/C(=C\C=C(C#N)C#N)c2ccccc21	40µM*	-1%	240%[activator]	0%	8%	3%	45µM*[fluorescent]	-61%[inhibitor]
O=c1c(CN2CCN(Cc3ccccc3)CC2)coc2ccc(Cl)cc12	0%	-16%	11%	6%	8.9µM*	-5%	-2%	0%
CCCCc1ccc(NC=C2C(=O)OC3(CCCCC3)OC2=O)cc1	3%	-12%	2%	-9%	u	21%	-3%	-25%

One compound at a time, as listed above. Values in the order: TRb SRC2 PPI	RECQ1 helicase	GoLoco inh red	LMNA splice mod	ALDH1A1 inh	KDM4E inh	TexasRed fluor	SMN2 splice up
`Cc1nn(-c2ccccc2)c(Cl)c1CN(C(=O)CCl)c1ccc(Cl)cc1` reads 8%	-11%	8%	u	7.1µM*	8%	2%	-86%[inhibitor]
`CCN(CC)c1ccc(/C=N/NC(=O)c2cccc(S(=O)(=O)N3CCOCC3)c2)cc1` reads 6%	1%	24%	2%	u	u	0%	-35%

The results go on.
SMILES	TRb SRC2 PPI	RECQ1 helicase	GoLoco inh red	LMNA splice mod	ALDH1A1 inh	KDM4E inh	TexasRed fluor	SMN2 splice up
S=c1[nH]nc(-c2ccc3ccccc3n2)n1-c1cc(Cl)cc(Cl)c1	5%	2%	3%	-6%	u	-15%	-1%	-2%
O=C(Nc1ccc(F)cc1)C1C(c2ccccc2)C1(Cl)Cl (stereo not given)	1%	i	7%	u	8%	-2%	-1%	-16%
Cc1ccc(-c2n[nH]c(=O)c3ccccc23)cc1S(=O)(=O)NC(C)(C)C	7%	i	0%	x	u	-8%	0%	22%
CN1CCc2c(sc3c2C(=O)NC(c2ccco2)N3)C1 (stereo not given)	2%	-4%	29%	7%	u	u	-7%	9%
COc1cccc(N=C(N)N)c1	-5%	-4%	-6%	x	8%	15%	-7%	1%
Cc1cc(C)cc(NC(=S)NCCN(C2CCCCC2)C2CCCC2)c1	-3%	-1%	7%	2%[46 µM]	-7%	-2%	-2%	-37%[inhibitor]
CSc1nc(-c2ccc(Cl)cc2)nc(N)c1C#N	-1%	-5%	3%	x	x	-19%	-9%	x
CCCn1cnc2sc(CC)cc2c1=O	-11%	-3%	1%	-3%	u	0%	-1%	u
O=C1NCCN/C1=C\C(=O)c1ccc(Cl)cc1	-10%	-7%	8%	x	5%	-11%	-7%	x
CCOC(=O)C1C(=O)CC(C)(O)C(C(=O)OCC)C1c1ccco1 (stereo not given)	-8%	-1%	8%	-1%	2%	3%	0%	2%
COC(=O)c1[nH]c(C)c(/C(O)=C2\C(=O)C(=O)N(CCN(C)C)C2c2cccc(OC)c2OC)c1C (stereo not given)	2%	-5%	-2%	-10%	-5%	-5%	0%	1%
CCOc1ccc(C2C(C(=O)c3ccco3)=C(O)C(=O)N2CCN(C)C)cc1 (stereo not given)	5%	10%	10%	4%	1%	0%	3%	-9%
O=C1CCCN1CCCNC(=S)Nc1ccc(F)cc1	-1%	i	5%	u	8%	0%	-1%	-3%
C#CCOC(=O)Nc1cnccc1C(F)(F)F	-5%	15%	9%	x	1%	-6%	-4%	x
C(=N\c1nc2ccccc2[nH]1)/c1cccs1	-23%	-12%	6%	3%	u	-3%	-2%	0%

Arranged by length of the SMILES (smallest number first): part of the list above.
SMILES	TRb SRC2 PPI	RECQ1 helicase	GoLoco inh red	LMNA splice mod	ALDH1A1 inh	KDM4E inh	TexasRed fluor	SMN2 splice up
CCCn1cnc2sc(CC)cc2c1=O	-11%	-3%	1%	-3%	u	0%	-1%	u
C#CCOC(=O)Nc1cnccc1C(F)(F)F	-5%	15%	9%	x	1%	-6%	-4%	x
O=C1CCCN1CCCNC(=S)Nc1ccc(F)cc1	-1%	i	5%	u	8%	0%	-1%	-3%
CSc1nc(-c2ccc(Cl)cc2)nc(N)c1C#N	-1%	-5%	3%	x	x	-19%	-9%	x
CCCCCCN1C=C/C(=C\C=C(C#N)C#N)c2ccccc21	40µM*	-1%	240%[activator]	0%	8%	3%	45µM*[fluorescent]	-61%[inhibitor]
CCOC(=O)C1C(=O)CC(C)(O)C(C(=O)OCC)C1c1ccco1 (stereo not given)	-8%	-1%	8%	-1%	2%	3%	0%	2%
S=c1[nH]nc(-c2ccc3ccccc3n2)n1-c1cc(Cl)cc(Cl)c1	5%	2%	3%	-6%	u	-15%	-1%	-2%
Cc1ccc(-c2n[nH]c(=O)c3ccccc23)cc1S(=O)(=O)NC(C)(C)C	7%	i	0%	x	u	-8%	0%	22%
CCN(c1ccccc1)S(=O)(=O)c1cc(C(=O)OC(C)C(=O)Nc2ccc3c(c2)OCCO3)ccc1C (stereo not given)	6%	-12%	16%	3%[46 µM]	-8%	1%	-2%	-4%
COc1ccc(NS(=O)(=O)c2ccc(N3CCCC3)c(NC(=S)Nc3cccc(S(=O)(=O)N(C)C)c3)c2)cc1	5%	-28%	0%	u	3.2µM*	-4%	3%	-3%[1.84 µM]

Other structures:
SMILES	TRb SRC2 PPI	RECQ1 helicase	GoLoco inh red	LMNA splice mod	ALDH1A1 inh	KDM4E inh	TexasRed fluor	SMN2 splice up
COC(=O)c1cnc(Nc2ccc(Cl)cc2)c([N+](=O)[O-])c1	-3%	-6%	3%	x	-4%	3%	-1%	x
CCc1ccccc1N1C[C@@]23C=C[C@@H](O2)C(C(=O)OCC(C)C)[C@H]3C1=O (stereo not given in full)	9%	-5%	7%	0%	7%	4%	0%	6%
CCC(CC)C(=O)N1CCN(c2ccccc2)CC1	-1%	i	9%	-24%[46 µM]	0%	-8%	0%	x
Cc1cccc(CCNC(=O)CN(C)S(=O)(=O)c2cnc[nH]2)c1	3%	-9%	-8%	-3%	6%	-5%	1%	2%
COc1ccc(C2CC(c3ccc(C)o3)=NN2C(C)=O)cc1 (stereo not given)	3%	i	5%	7%	u	u	-1%	13µM*
CC1(C)OC(C(O)(c2cccc3c2oc2ccccc23)c2cccc3c2oc2ccccc23)C(C(O)(c2cccc3c2oc2ccccc23)c2cccc3c2oc2ccccc23)O1 (stereo not given)	3%[11.2 µM]	i[11.5 µM]	x	x	4%[13.5 µM]	x	-14%[11.2 µM]	x
COc1ccc(-c2nn(CC(=O)Nc3ccc(Cl)c(Cl)c3)c(=O)c3ccccc23)cc1	2%	-5%	31%[activator]	7%	u	u	1%	4%
Cc1c(N=C/C=C/c2ccccc2)c(=O)n(-c2ccccc2)n1C	-1%	-8%	7%	1%	u	-17%	-1%	-2%
CC1CC(CC(=O)NC(=S)Nc2ccccc2Cl)C(=O)O1 (stereo not given)	-3%	4%	13%	u	3%	-9%	-5%	3%
N/C(=N\OC(=O)CCCc1ccccc1)c1cccnc1	-6%	-2%	-2%	14%	6%	3%	2%	4%
Cc1noc(C)c1S(=O)(=O)N(CC(=O)N1CCn2c1nc1ccccc12)c1ccc(C(C)C)cc1	-4%	-9%	4%	2%	-13%	-3%	3%	6%
O=C(NN=C1CCN(Cc2ccccc2)CC1)c1cccc(S(=O)(=O)Nc2ccccc2Cl)c1	10%	-1%	38%[activator]	-14%	1%	-3%	-2%	5%[1.84 µM]
O=C(CSc1nnc(Cc2ccccc2)o1)Nc1ccccc1	1%	i	-1%	x	-12%	u	0%	4%
O=C1C=C(Nc2cccc(O)c2)CC(c2ccco2)C1 (stereo not given)	3%	-2%	1%	-2%	-1%	1%	-4%	2%
CCCc1cc(C(=O)Nc2sc3c(c2C(=O)OCC)CCCC3)no1	-15%	-4%	-2%	-4%	0%	-5%	0%	3%
O=C(c1cnccn1)N1CCC2(CC1)CN(c1ccccn1)C2	x	-5%	10%	x	u	x	x	-11%
COc1ccc(C(=O)NNc2cc(C)nc(NNC(=O)c3ccc(OC)cc3)n2)cc1	-2%	-1%	6%	x	u	-9%	-3%	x

Some of the compounds tested (hit frequency here may not be typical).
